M. tuberculosis = growth inhibition of non-replicating M. tuberculosis (AID 488890); Mycobacterium tuberculosis non-replicating, growth inhibition; higher % means a stronger effect; inhibition, % at 25 µM; hits with a dose series show IC50 in µM; hit rate 0.39% among 320,000; in the data active = a potency from the dose series; inconclusive = inhibition mostly from about 82% at the one dose, without a potency; inactive = the rest, 99 in 100 with inhibition below about 76%;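 also: plate controls were DMSO cells for no effect and high antibiotic wells for full effect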
inhibitors of VEEV = inhibitors of VEEV TC-83 cytopathic effect, confirmation, Vero cells (AID 588727). hit rate 0.13% among 350,000. inhibition, % at 20 µM; hits with a dose series show IC50 in µM. Vero cells, VEEV TC-83 cytopathic effect inhibition; higher % means a stronger effect; in the data active = a potency from the dose series; inconclusive = inhibition mostly from about 14% at the one dose, without a potency; inactive = the rest, 99 in 100 with inhibition below about 12%; also: strong numbers were not always called active
H1N1 NS1A inhibition = H1N1 influenza NS1A inhibitors, functional cell based assay (AID 504329); NS1A functional cell-based assay, percent inhibition; higher % means a stronger effect; hit rate 0.3% among 340,000; one-dose inhibition, % at 12.5 µM; IC50 in µM for titrated hits; in the data active = a potency from the dose series; inconclusive = inhibition above about 27% without an active follow-up result; also: strong numbers were not always called active
M. tuberculosis HTS = M. tuberculosis growth inhibition, HTS (AID 449762); M. tuberculosis H37Rv growth inhibition, 7H9 media; higher % means a stronger effect; hit rate 0.59% among 330,000; inhibition, % at 25 µM, or IC50 in µM where a hit was titrated; in the data active = a potency from the dose series; inconclusive = inhibition above about 70% without an active follow-up result;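 also: bacterial growth assessed after seven days of incubation; strong numbers were not always called active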
Salmonella PhoP GFP = PhoP regulon inhibitors, Salmonella typhi PhoP promoter GFP reporter, confirmatory (AID 1850). Salmonella Typhi PhoP-promoter GFP reporter, fluorescence, 4 h; higher % means a stronger effect. inhibition, % at 50 µM, or IC50 in µM where a hit was titrated. hit rate 0.33% among 310,000; in the data active = a potency from the dose series; inconclusive = inhibition mostly from about 25% at the one dose, without a potency; inactive = the rest, 99 in 100 with inhibition below about 19%;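 also: 0% = induced wells with vehicle and 100% = uninduced wells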
inhibitors of VEEV 10K pilot screen = further read-out of inhibitors of VEEV, marked with its call; inhibition, %; measured here: 10K pilot screen inhibition
The depositor's hits bear a star; i = inactive; ? = inconclusive; · = no result given. The order is random (roughly 1.5% active in at least one column).

SMILES | M. tuberculosis | inhibitors of VEEV | H1N1 NS1A inhibition | M. tuberculosis HTS | Salmonella PhoP GFP | others
COc1ccc(-n2cc(CNC3CCOCC3)c(-c3cccc(F)c3)n2)cc1 | 29% | i | -8% | 10% | 6%
Cc1ccc(NC(=O)CCN2CC(C)OC(C)C2)cc1C (stereo not given) | -1% | i | -1% | -4% | 0%
CC(NC(=O)CNC(=O)c1ccc2c(c1)OCO2)c1ccc(S(N)(=O)=O)cc1 (stereo not given) | -11% | 3.6% | -9% | 2% | ·
O=C(O)C1=C[C@@H](c2ccc3c(c2)OCO3)C[C@@H](OCCCCO)O1 | 6% | 0.4% | -4% | -2% | 7%
Cc1c2c(c(C)n1C)C(C(=O)NC1CCCCC1)N(Cc1ccccc1)C2=O (stereo not given) | -12% | i | 5% | -5% | -10%
Cc1ccc(N(C(=O)c2ccccc2Cl)C2=NC(C)CS2)c(C)c1 (stereo not given) | 11% | 1.2% | -5% | 3% | -7%
O=c1cc(CNc2cc(Cl)ccc2Cl)nc2sccn12 | 5% | 0.3% | -9% | 4% | -5%
CCOC(=O)c1cc(Br)c(=O)n2ccccc12 | -4% | 0.1% | -3% | -5% | 9%
C=CCn1c(SCC(=O)N2CCCCCC2)nc2ccccc2c1=O | 11% | 5.9% | -3% | 6% | 1%
C=CCC(c1ccccc1F)N(CCN1CCOCC1)C(=O)Nc1cccc(Cl)c1 (stereo not given) | 3% | i | 3% | 10% | 6%
Cc1cc(NC(=O)CSc2nc(CCC3CCCC3)nc3ccccc23)no1 | 4% | 1.5% | -3% | 2% | -8%
O=C(NCCc1ccccc1)C1(c2ccccc2)CC1(Cl)Cl (stereo not given) | -8% | 3.3% | -1% | -6% | -7%
CCN=C1S/C(=C\c2ccc(O)c(OCC)c2)C(=O)N1CC | 25% | 11% | 1% | 6% | -12%
COc1ccc(CNn2c(-c3ccccc3F)nc3ccccc3c2=O)cc1OC | 12% | 9.7% | -10% | -1% | -2%
O=C1CC(N2CCN(c3ccccc3)CC2)C(=O)N1CCc1ccccc1 (stereo not given) | i | i | -40% | 3% | 1%
Cc1ccc(NC(=O)COC(=O)CNC(=O)C2CCCCC2)cc1S(=O)(=O)N(C)C | 5% | 2.0% | 5% | -2% | ·
CC1CCCCC12NC(=O)N(CC(=O)NCCc1ccc(S(N)(=O)=O)cc1)C2=O (stereo not given) | -6% | 7.0% | -5% | 0% | ·
O=S(=O)(c1ccc(F)cc1)N1CCN(Cc2ccccn2)CC1 | 1% | i | 7% | 4% | 7%
Cn1nnnc1SCC(=O)NCc1ccccc1 | -8% | 1.0% | -5% | -6% | 2%
O=C(NCCCN1CCOCC1)C(=O)N/N=C/c1ccccc1O | 8% | 0.5% | 11µM* | -6% | 21%
CC(=O)Nc1ccccc1C(=O)OCc1cccc(F)c1 | 48% | 0.1% | 1% | 8% | -4%
COc1ccccc1NS(=O)(=O)c1c(C(=O)N2CCCC2)c(C)n(C)c1C | 15% | 1.1% | -7% | 9% | 5%
Cc1ccc(NC(=O)CN2C(=O)C(=O)N(C3CCCC3)C2=O)cc1Cl | 44% | 2.9% | -6% | 58% | ·
CC(=O)c1ccc(OC(=O)COc2ccccc2Cl)cc1 | 6% | i | -1% | -3% | 2%
CCOC(=O)c1c(C)[nH]c(C(=O)Cn2nnc(-c3ccccc3)n2)c1C | 1% | 0.8% | -8% | -2% | 5%
O=C(O)CC(C(=O)OCC1CCCO1)N1CCOCC1 (stereo not given) | -9% | i | 17% | 3% | 2%
CCCNC(=O)c1ccc2c(=O)c(O)c(-c3ccc(F)cc3)[nH]c2c1 | 11% | 1.8% | -6% | 0% | -6%
COc1ccc(C(=O)Nc2nc(CC(=O)NCCc3cccc(OC)c3)cs2)cc1 | 14% | 6.0% | -9% | 37% | 1%
O=C(COc1ccccc1Cl)Nc1nnc(S(=O)(=O)N2CCCC2)s1 | · | 0.4% | -18% | -3% | -6%
C/C(=N/NC(=O)CNC(=O)CCc1ccccc1)c1ccc(Cl)cc1 | 3% | 2.3% | -1% | -10% | 4%
FC(F)(F)c1cc(Nc2ccccc2)nc(-c2ccccn2)n1 | ? | 0.7% | -7% | -5% | 2%
COc1ccc(/C=N/NC(=O)c2c(-c3ccccc3)noc2C)cc1[N+](=O)[O-] | 15% | 2.4% | -14% | -8% | -8%
CCOc1ccc(S(=O)(=O)N2CCN(C(=O)c3ccco3)CC2)cc1 | 1% | 0.2% | -3% | 3% | 2%
O=C(/C=C/c1ccc(Cl)c(Cl)c1)N1CCOCC1 | 40% | 0.9% | -1% | 3% | 13%
Cc1nc(NC(C)c2ccccc2)c2c3c(sc2n1)CCC3 (stereo not given) | 5% | i | 0% | 3% | 6%
Cc1ccc(OCCCn2c(CO)nc3ccccc32)cc1 | 29% | i | -8% | 3% | -4%
COc1cc(C(CCN2CCN(c3ccccc3)CC2)c2c(OC)cc(OC)c3c(C)cc(=O)oc23)cc(OC)c1OC (stereo not given) | -12% | 1.2% | 16% | ? | 2%
CC(C)(C)NC(=O)COc1ccc(S(=O)(=O)N2CCCC2)cc1 | 21% | 0.8% | -3% | -3% | -7%
CN(Cc1cnn(C)c1)Cc1nc(-c2ccc(Cl)cc2)no1 | 44% | 3.4% | 2% | 3% | 6%
CCOC(=O)[C@H]1[C@H]2COc3cc(OC)ccc3[C@@H]2N2C(=O)c3cc(OC)ccc3NC(=O)[C@@]12C | 35% | 5.6% | 10% | 0% | -5%
COc1ccc(S(=O)(=O)N2CN3CCN(C3)C2)cc1 | 11% | 0.1% | -2% | -3% | 144µM*
Cc1cc(C)c2nc(NNC(=O)c3cc(-c4cccs4)nc4ccccc34)sc2c1 | · | 8.4% | 9% | -10% | 4%
O=C(CSc1nnc(CNC(=O)c2ccco2)o1)Nc1ccc(Cl)cc1 | -6% | 0.9% | 3% | 5% | 3%
O=S(=O)(Cc1ccc(Cl)cc1)NCc1cccnc1 | 24% | 0.0% | · | 12% | 8%
O=C(NCC1CCCO1)c1cc2c(=O)[nH]c3ccccc3c2s1 (stereo not given) | -6% | 8.7% | -12% | -1% | 5%
CC1CCCCC1NC(=S)NC(=O)c1cccs1 (stereo not given) | 44% | 0.7% | -5% | -3% | -12%
O=CN1N=C(c2ccccc2)CC1c1ccccc1[N+](=O)[O-] (stereo not given) | 23% | 0.8% | -10% | 5% | -5%
COc1cccc(S(=O)(=O)Nc2ccc(C(=O)N3CCCCCC3)cc2)c1 | 10% | 0.4% | 6% | 8% | 0%
O=C(NCCN1CCCCC1)/C(=C/c1ccco1)NC(=O)c1ccccc1 | -9% | i | 2% | 2% | -10%
CCCCN(C)CCNC(=O)c1cc2c(=O)[nH]c3ccccc3c2n1C | 10% | 1.2% | -2% | 5% | -6%

Next part (4 carried over from the part before).
SMILES | M. tuberculosis | inhibitors of VEEV | H1N1 NS1A inhibition | M. tuberculosis HTS | Salmonella PhoP GFP | others
O=CN1N=C(c2ccccc2)CC1c1ccccc1[N+](=O)[O-] (stereo not given) | 23% | 0.8% | -10% | 5% | -5%
COc1cccc(S(=O)(=O)Nc2ccc(C(=O)N3CCCCCC3)cc2)c1 | 10% | 0.4% | 6% | 8% | 0%
O=C(NCCN1CCCCC1)/C(=C/c1ccco1)NC(=O)c1ccccc1 | -9% | i | 2% | 2% | -10%
CCCCN(C)CCNC(=O)c1cc2c(=O)[nH]c3ccccc3c2n1C | 10% | 1.2% | -2% | 5% | -6%
O=C(C1CC=CCC1)N1CCC(CO)(Cc2ccc(Cl)cc2)CC1 (stereo not given) | 3% | 0.3% | -9% | 15% | -7%
O=S(=O)(NCCc1ccc2c(c1)OCCO2)c1cccs1 | 8% | 3.7% | -2% | 5% | -3%
Cc1cc(/C=C2\SC(=S)NC2=O)c(C)n1C1CC1 | 44% | i | -12% | -1% | -2%
C=CCOc1ccnc(-c2ccccc2)n1 | 6% | i | -9% | -2% | 10%
CCOC(=O)c1sc(NC(=O)Nc2ccc(F)cc2)nc1C | -2% | 1.9% | -2% | 3% | -7%
CCNc1c(NC(=O)C2CCC(C)CC2)c(=O)oc2ccccc12 (stereo not given) | -11% | 1.5% | 2% | 4% | 12%
Clc1ccc(Cn2ncc3c(N4CCCC4)ncnc32)cc1 | 80% | 6.3% | -10% | 7% | 0%
Cc1nc(CCNC(=O)C2CCC(=O)N(Cc3ccc(Cl)cc3)C2)sc1C (stereo not given) | · | 0.3% | -2% | · | ·
OC(C[n+]1ccccc1)c1ccccc1 (stereo not given) | -1% | i | -4% | -4% | -9%
COc1ccccc1OCC(=O)NNC(=O)c1ccc(F)c(S(=O)(=O)N2CCOCC2)c1 | 0% | 1.7% | 7% | 4% | ·
COC(=O)c1ccccc1NC(=O)C1CCN(C(=O)Cc2ccccc2)CC1 | 1% | 3.7% | -10% | -5% | -6%
CC(=O)Nc1ccc(S(=O)(=O)NC(C)C(=O)OCC(=O)NC2CCCC2)cc1 (stereo not given) | -21% | 1.1% | -2% | -2% | -4%
Cc1cccc2cc(CN(CC(C)C)S(=O)(=O)c3ccccc3)c(=O)[nH]c12 | -2% | 12% | 0% | -8% | 2%
CCOC(=O)N1CCN(C(=O)C(=O)N/N=C/c2ccc(OC)cc2OC)CC1 | -2% | 3.6% | -4% | -5% | 9%
O=c1c([N+](=O)[O-])cccn1Cc1ccc(F)cc1Cl | 5% | 5.5% | 1% | -1% | 1%
CCOCCCNC(=O)C1CCCN1C(=O)NC1CCCCC1 (stereo not given) | -14% | 0.0% | -5% | 5% | -3% | inhibitors of VEEV 10K pilot screen=0.1
O=C(c1cc(S(=O)(=O)N2CCC3(CC2)OCCO3)ccc1F)N1CCC2(CC1)OCCO2 | -6% | 0.3% | -5% | 0% | -9%
O=C(Cn1cc(C(=O)c2cccs2)c2ccccc21)NCc1cccs1 | 2% | 6.0% | 3% | -1% | -5%
CCN(CC(=O)Nc1c(F)cccc1F)C(=O)C1COc2ccccc2O1 (stereo not given) | 5% | 1.3% | 13% | 2% | ·
Cc1ccc(NC(=O)CCC(=O)NNC(=O)COc2ccc([N+](=O)[O-])cc2)c(C)c1 | -9% | 0.4% | -12% | 1% | 4%

A draw from above in order of number of heavy atoms, falling:
SMILES | M. tuberculosis | inhibitors of VEEV | H1N1 NS1A inhibition | M. tuberculosis HTS | Salmonella PhoP GFP | others
CCN(CC(=O)Nc1c(F)cccc1F)C(=O)C1COc2ccccc2O1 (stereo not given) | 5% | 1.3% | 13% | 2% | ·
O=C(Cn1cc(C(=O)c2cccs2)c2ccccc21)NCc1cccs1 | 2% | 6.0% | 3% | -1% | -5%
O=c1c([N+](=O)[O-])cccn1Cc1ccc(F)cc1Cl | 5% | 5.5% | 1% | -1% | 1%

(continued)
SMILES | M. tuberculosis | inhibitors of VEEV | H1N1 NS1A inhibition | M. tuberculosis HTS | Salmonella PhoP GFP | others
CC(C)(C)C(=O)CNS(=O)(=O)c1ccc(S(=O)(=O)NC2CCCC2)cc1 | -5% | i | -4% | -5% | 0%
CN(CC(=O)Nc1ccccc1C(F)(F)F)C(=O)COc1cccnc1[N+](=O)[O-] | -20% | 0.6% | -17% | -6% | 2%
CC(C)(C)c1ccccc1NC(=O)CN1C(=O)NC(Cc2ccccc2)C1=O (stereo not given) | 17% | 0.4% | -5% | -2% | 6%
Nc1nc(Br)c2ccccc2c1-c1ccc(F)cc1 | 2% | 2.5% | -14% | -4% | -6%
O=C(CCC1CCCC1)Nc1cccc(Cc2ccncc2)c1 | 72% | 2.2% | · | ? | 2%
N#Cc1ccc(COC(=O)c2cnc(Cl)c(Cl)c2)cc1 | ? | 0.7% | -3% | ? | 0%
Cc1nc2nc(Cc3ccccc3)nn2c(C)c1Cl | 3% | 0.1% | -10% | 0% | -13%
N#CCCn1cnc2c(=S)nc[nH]c21 | 0% | 0.8% | 6% | 2% | 20%
Cc1cc(C)cc(C(=O)NC(CC(N)=O)c2ccc(N3CCC(Cc4ccccc4)CC3)c([N+](=O)[O-])c2)c1 (stereo not given) | 14% | 0.6% | 18% | -3% | -5% | inhibitors of VEEV 10K pilot screen=0.7
CC(C)Oc1ccc(CCc2n[nH]c(=S)n2Cc2ccccc2)cc1 | -5% | 1.6% | 5% | 1% | -1%
Cc1cccn2c(CNCCSc3nccn3C)c(C(=O)N3CCCCC3)nc12 | 0% | i | -3% | 6% | -7%
N#Cc1c(-c2cccnc2)cc(-c2ccccc2)nc1N | 8% | 7.5% | · | 8% | 1%
COc1ccc(C(=O)Nc2ccc3c(c2)nc(CCNC(=O)c2ccco2)n3C)cc1 | -11% | 1.1% | 4% | 2% | 8%
